Screens (PubChem)
D2 antag: antagonists of human D2 dopamine receptor; inhibition, % at 10 µM; P14416; 2% of 340,000 active; HEK293 TREx D2 cells, calcium flux, dopamine EC80; AID 485344; in the data active = inhibition above about 30%; note: 0% is about no effect
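Tetracycline-induced HEK293 TREx cells expressing D2 receptor forced-coupled to calcium signalling, loaded with no-wash calcium dye. Compounds added and calcium flux read 180 s, then dopamine added at EC80 and read a further 180 s.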
IDH1 R132H inh: inhibitors of human mutant IDH1 R132H; O75874; IDH1-R132H enzyme, NADPH consumption, diaphorase/resazurin fluorescence; Potency, µM (top dose mostly 76.6 µM), inactives show at the top dose activity change, negative = inhibition, actives largely listed as inhibitors; 0.093% of 390,000 active; AID 602179; note: potency is the fitted concentration of half-maximal effect; % is set by controls: 0 for no effect and ±100 for the full control effect; nearly all actives have a fitted effect of over 65% in size
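IDH1-R132H (0.5 ug/mL) preincubated 30 min with compound, then NADPH (0.016 mM) and alpha-KG (2 mM) added; 80 min at RT, pH 7.5. Remaining NADPH coupled via diaphorase/resazurin to fluorescence (540/590 nm); concentration-response curves normalized to no-enzyme control.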
TRHR agonist: activates the human TRH receptor. P34981. TRHR cells, calcium flux fluo-8, FDSS agonist mode. activation, % at 2 µM. 0.18% of 360,000 active; in the data active = activation above about 30%; note: 0% is about no effect
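TRHR-expressing cells, plated overnight in medium with 10% serum, were loaded with fluo-8 calcium dye at room temperature. After a 10 s baseline, library compound was pin-added and calcium release was recorded kinetically (ex 480/em 530) as agonist response.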
USP1-UAF1 inh: inhibitors of human USP1/UAF1 deubiquitinase; O94782; recombinant USP1/UAF1, Ub-Rhodamine cleavage fluorescence; Potency, µM (highest dose often 57.1 µM), for inactives: top-dose activity change, negative = inhibition, hits mostly inhibitors; 0.23% of 390,000 active; note: potency is the fitted concentration of half-maximal effect; % is set by controls: 0 for no effect and ±100 for the full control effect; nearly all actives have a fitted effect of over 60% in size; inactives centre near -12
Target sequence (O94782 whole entry, looked up): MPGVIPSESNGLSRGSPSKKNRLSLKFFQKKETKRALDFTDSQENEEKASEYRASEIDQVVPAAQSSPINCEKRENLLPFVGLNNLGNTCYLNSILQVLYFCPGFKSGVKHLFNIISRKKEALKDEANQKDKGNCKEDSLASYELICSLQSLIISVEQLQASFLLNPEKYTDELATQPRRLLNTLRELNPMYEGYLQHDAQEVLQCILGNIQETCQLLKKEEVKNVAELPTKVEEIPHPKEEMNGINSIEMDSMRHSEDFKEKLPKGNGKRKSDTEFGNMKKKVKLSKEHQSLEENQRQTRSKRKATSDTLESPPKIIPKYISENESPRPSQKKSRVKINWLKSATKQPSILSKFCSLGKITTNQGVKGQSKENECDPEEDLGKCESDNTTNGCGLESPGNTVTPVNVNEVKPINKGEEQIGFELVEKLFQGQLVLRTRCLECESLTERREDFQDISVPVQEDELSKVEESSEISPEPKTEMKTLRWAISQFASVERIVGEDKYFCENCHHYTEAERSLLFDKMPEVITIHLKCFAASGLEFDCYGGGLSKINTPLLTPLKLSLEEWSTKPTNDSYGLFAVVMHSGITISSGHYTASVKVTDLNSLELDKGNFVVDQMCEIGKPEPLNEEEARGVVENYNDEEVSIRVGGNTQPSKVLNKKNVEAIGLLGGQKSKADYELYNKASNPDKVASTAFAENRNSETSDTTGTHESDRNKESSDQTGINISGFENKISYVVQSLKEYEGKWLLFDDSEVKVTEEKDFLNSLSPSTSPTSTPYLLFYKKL
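USP1/UAF1 complex (1 nM) preincubated 15 min at room temperature with compound, then Ub-Rho substrate (150 nM final) added. Kinetic fluorescence at 480/540 nm over 6 reads at 60 s intervals; 50 mM HEPES pH 7.8, 0.5 mM EDTA, 0.1 mg/ml BSA, 1 mM TCEP, 0.01% Tween-20.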
Pin1 inh: inhibitors of human Pin1 | Q13526 | Pin1 FP peptide displacement, HiFluor488, 10 min | Potency, µM (titrated, usually from 115 µM), for the others: at the highest dose activity, negative = inhibition, usual class: inhibitors | 0.009% of 390,000 active | AID 504891; active = well fitted inhibition curve with a large enough effect in the polarisation, with a control signal flat, not every such curve was filed as active; inconclusive = small, poorly fitted or top-dose-only effect, or effect the other way, or a change in a side signal; inactive = no such curve, though single readings can be large or run the other way; the % refers to the polarisation; note: potency is the fitted concentration of half-maximal effect; % is set by controls: 0 for no effect and ±100 for the full control effect
Target sequence (Q13526 whole entry, looked up): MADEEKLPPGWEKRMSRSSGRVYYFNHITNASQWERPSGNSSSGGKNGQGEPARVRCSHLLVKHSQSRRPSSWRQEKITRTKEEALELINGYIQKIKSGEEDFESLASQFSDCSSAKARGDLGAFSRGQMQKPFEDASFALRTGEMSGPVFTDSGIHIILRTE
TrxR1 inh: blocks rat thioredoxin reductase 1 | O89049 | recombinant rTrxR1, NADPH fluorescence consumption, selenite substrate | Potency, µM (doses to about 114 µM), for inactives: top-dose activity change, negative = inhibition, most hits filed as inhibitors | 1% of 390,000 active; note: potency is the fitted concentration of half-maximal effect; % is set by controls: 0 for no effect and ±100 for the full control effect; nearly all actives have a fitted effect of over 65% in size
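Rat TrxR1 (90 nM in the dispensed reagent) was pre-reduced with 400 uM NADPH for 5 min at room temperature, then incubated with compound for 15 min. After 400 uM selenite was added, NADPH fluorescence (Ex 340/Em 450 nm) was followed for 8 min.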
TRHR PAM: allosteric enhancers of human TRH receptor; enhancement, % at 2 µM; TRHR cells, fluo-8 calcium fluorescence, EC20 TRH enhancement; AID 493056; P34981; 0.66% of 360,000 active; in the data active = enhancement above about 30%; note: 0% is about no effect
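Enhancer read-out: after compound pinning and an initial kinetic agonist-mode read, an EC20 of TRH (10 nM final) was injected and fluo-8 calcium signal (Ex 480/Em 530) followed at 1 s/cycle for 100 cycles in TRHR-expressing cells.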
D2 agonist: activates the human D2 dopamine receptor; P14416; HEK293 T-REx D2 cells, calcium flux agonist mode; activation, % at 2 µM; 0.53% of 340,000 active; AID 485358;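 active = activation over 3 SD above normal in the single-dose calcium agonist read, cut at about 30% in these data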; note: 0% is about no effect
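HEK293 Trex D2 cells, tetracycline-induced, o/n 30 C 5% CO2; no-wash Ca dye, RT 30–90 min; 10-cycle baseline, 23 nl cpd added, kinetic Ca read 180 s; agonist hits = positive Ca response.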
TrxR1 substrate: rat thioredoxin reductase 1 substrate activity | purified TrxR1 substrate turnover, NADPH consumption readout | AID 588456 | Potency, µM (doses to about 114 µM), for the others: at the highest dose activity change, negative = substrate turnover | O89049 | 0.01% of 390,000 active; note: potency is the fitted concentration of half-maximal effect; % is set by controls: 0 for no effect and ±100 for the full control effect; nearly all actives have a fitted effect of over 50% in size
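Rat TrxR1, dispensed at 90 nM, was prereduced with 400 uM NADPH (final) for 5 min at ~22 deg C, then incubated with compound 15 min before 400 uM selenite. A first-read NADPH fluorescence drop versus no-compound background flagged substrates.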
Active calls of the source: *; ? = inconclusive; / = no result given; & = joins results of further samples; [ ] = remark or other dose. Unless noted, calls come from the whole dose curve; as a rule, active = well fitted inhibition curve with a large enough effect; inconclusive = small, poorly fitted or top-dose-only effect; inactive = no such curve, though single readings can be large or run the other way.

SMILES | D2 antag | IDH1 R132H inh | TRHR agonist | USP1-UAF1 inh | Pin1 inh | TrxR1 inh | TRHR PAM | D2 agonist | TrxR1 substrate
CCOc1ccc(C(=O)C[n+]2ccc(C(=O)NCCO)cc2)cc1 | 5.4 | -6.2% | -0.1 | -22.4% | -2.9% | 4.6%[57.1 µM] | -2.6 | -0.9 | 2.6%[57.1 µM]
CC(=O)N1N=C(c2ccccc2)CC1c1cn(Cc2ccccc2)c2ccccc12 (configuration not stated) | -12.2 | 9.5% | 0.6 | -8.4% | 31.0%[activator] | 27.0% | -1.1 | 2.0 | 10.4%
CCn1c(C)cc(C(=O)CSc2nnc(-c3ccco3)o2)c1C | 15.5 | / | -0.3 | -13.0% | -8.4% | -1.3% | 4.2 | -1.9 | 3.5%
CCOc1ccc(CN2CCN(Cc3cccn3-c3nccs3)CC2CCO)cc1 (configuration not stated) | -13.5 | -7.5% | -0.4 | -6.8% | -0.8% | 4.1% | 3.8 | -0.5 | 10.4%
Cn1c(/C=C/c2ccc(Cl)cc2)c([N+](=O)[O-])c(=O)n(C)c1=O | 15.9 | -11.5% | -0.3 | -4.9% | 3.0% | -17.6% | -5.5 | 0.8 | -3.2%
COc1ccc(/C=C/C(=O)NC(=S)Nc2cc3oc4ccccc4c3cc2OC)cc1 | -15.3 | 4.9% | 0.6 | ? | -0.5% | 24.7% | -2.6 | 0.0 | 4.2%
Cc1ccc(NC(=O)c2cnc(SCC(=O)NCC3CCCO3)n(C)c2=O)cc1 (configuration not stated) | 4.2 | 2.1% | 0.9 | -19.0% | 20.6% | -26.4% | -1.9 | 0.0 | -21.0%
O=C(CNc1ccccc1N1CCCC1=O)Nc1cc(Cl)ccc1-n1cncn1 | 8.2 | 8.3% | 0.0 | -14.2% | -7.8% | 11.0%[57.1 µM] | 0.9 | 0.8 | 3.9%[57.1 µM]
CCCOc1cccc(C(=O)N(Cc2ccco2)C2CCS(=O)(=O)C2)c1 (configuration not stated) | -5.6 | 3.8% | -0.3 | 7.8% | -3.7% | -7.7%[57.1 µM] | 8.1 | 0.2 | 9.1%[57.1 µM]
Cn1nc(C(=O)N2CCN(c3ccccc3)CC2)c2c1-c1ccccc1S(=O)(=O)C2 | -9.1 | 13.5%&0.0% | 0.5&-0.3 | -14.5%&-11.4% | -3.4%&-3.1% | -0.7%&-0.2% | 7.3&-3.1 | 1.1&2.8 | -1.7%
CCC(=O)Nc1ccc(-c2csc(C)n2)cc1 | 10.2 | 5.4% | 0.0 | -15.6% | -3.3% | -7.5% | -2.3 | -0.2 | -9.5%
CC1=C(C)CC(C(=O)c2ccc(C)cc2)C(C(=O)O)C1 (configuration not stated) | 5.5 | -2.3% | 0.2 | -5.5% | -15.1% | 26.7%[57.1 µM] | 7.4 | -0.5 | 16.0%[57.1 µM]
CSCCC(NC=O)C(=O)NC(C)C(=O)O (configuration not stated) | / | 23.7% | / | ? | -0.6% | 23.8% | / | / | 4.2%
CCOC(=O)Cc1csc(NC(=O)CN(C)S(=O)(=O)c2ccc3c(c2)CCC(=O)N3)n1 | -1.4 | 0.4% | -1.5 | -20.8% | -1.7% | 6.0% | 32.8* | -1.4 | 3.4%
COc1ccc(-n2nc3c(c2NC(=O)C(C)Oc2ccccc2)CS(=O)C3)cc1 (configuration not stated) | -7.0 | 6.0% | 0.0 | -9.8% | -2.4% | -3.4% | -0.3 | 0.9 | 0.6%
COc1ccc(C(=O)NC(CCSC)C(=O)N2CCCCCC2)cc1 (configuration not stated) | -6.7 | -3.1% | 0.2 | -17.5% | -3.2% | 25.1% | -0.6 | 0.1 | 11.0%
CCOC(=O)c1c(C)[nH]c(C(=O)COC(=O)/C=C/c2cccc(OC)c2OC)c1C | -8.1 | 7.6% | 0.1 | -11.7% | -2.0% | 0.0% | 3.1 | -0.2 | 22.9%
CC1CC(CC(=O)Nc2nc(-c3ccccc3)cs2)C(=O)O1 (configuration not stated) | 1.8 | 1.1% | 1.0 | -6.1% | -5.1% | 9.6% | 2.4 | -0.3 | -1.5%
O=C(c1ccc(Cl)cc1)N1CCC(C(=O)N2CCCc3ccccc32)CC1 | -4.3 | -1.8% | -0.7 | 1.6% | -7.1% | -3.1% | 26.4 | 0.5 | -0.1%
CCN(CCCNC(=O)Cn1ncc2c3ccccc3n(C)c2c1=O)c1cccc(C)c1 | / | -3.1% | -0.2 | -19.0% | -0.1% | 11.5% | 3.8 | -0.2 | 10.1%
Cc1cccc(OCCC(=O)Nc2ccc(C)c(S(=O)(=O)N3CCOCC3)c2)c1 | / | -3.4% | / | -12.7% | ? | 26.5% | / | / | -7.1%
Cc1cc(C)n(-c2ccc(C(=O)OCC(=O)c3ccc(Br)s3)cc2)n1 | -5.7 | 7.1% | -0.5 | -21.1% | 40.4%[activator] | -33.9% | -8.7 | 0.3 | -7.3%
O=C(CCn1c(=O)oc2ccccc21)N1CCN(c2ccccc2Cl)CC1 | 7.1 | 3.2% | 1.2 | -10.8% | -2.8% | 11.1%[57.1 µM] | -9.9 | 0.2 | 7.8%[57.1 µM]
O=S(=O)(c1ccc(F)cc1)N1CCN(C(=S)NCCc2ccccc2)CC1 | 17.7 | 2.5% | 1.1 | -14.9% | 1.2% | -13.1% | -4.7 | 0.3 | -10.6%
CC(C)c1cnc2c(c1SCc1cccc(F)c1)c(=O)n(C)c(=O)n2C | / | -2.3% | -0.2 | -8.0% | 6.9% | 18.9%[57.1 µM] | 1.2 | -0.5 | 3.7%[57.1 µM]
C=CC(=O)N1C/C(=C/c2ccc(Cl)cc2)C(=O)/C(=C\c2ccc(Cl)cc2)C1 | / | ? | / | -22.0% | -1.8% | ? | / | / | -11.5%
COc1ccc(CC(=O)O)cc1O | -7.4 | 10.6% | -0.5 | -10.5% | -2.8% | 19.6% | -4.5 | -0.1 | 1.0%
O=C(NCCN1CCN(Cc2ccccc2Cl)CC1)Nc1ccccc1 | -9.3 | 3.4% | -0.3 | -9.9% | -10.9% | -0.3% | -4.4 | -0.1 | -0.3%
O=C1NCCN(Cc2c(F)cccc2Cl)C1CC(=O)N1CCCCO1 (configuration not stated) | -10.5 | -10.3% | -3.0 | -13.5% | -14.3% | 24.9% | 5.3 | -2.7 | 7.3%
O=C(O)C1CCCCC1C(=O)Nc1nc(-c2ccc(Cl)s2)cs1 (configuration not stated) | 1.0 | -14.9% | -1.8 | -4.4% | ? | -9.9% | 0.5 | 0.5 | -1.5%
Cc1cc(=O)nc2c3ccccc3n(CC(=O)NCCCN3CCOCC3)n12 | -18.7 | 0.0% | 0.2 | -23.6% | -0.6% | -20.6% | -4.4 | 0.3 | 13.3%
Cc1nc2ccccc2n1CC(O)COc1ccc(C(=O)O)cc1 (configuration not stated) | / | -27.4% | 1.1 | -13.9% | 1.2% | -9.9% | -6.6 | 0.6 | -3.7%
CC(C)=C1C(=O)NN(c2cccc(Cl)c2)C1=O | 3.0 | 6.8% | 1.8 | -9.5% | -5.9% | -1.4%[57.1 µM] | 6.5 | 0.9 | 7.8%[57.1 µM]
Cc1nc(N2CCCC2)c2c(C(=O)Nc3cccc(C)c3C)c(C)oc2n1 | / | -18.1% | 0.1 | -29.1% | -9.9% | 17.8% | -1.5 | -0.1 | -1.2%
COC(=O)CCN(c1ccccc1)S(=O)(=O)c1cc(-c2cc(C)no2)ccc1C | 1.4 | 9.5% | -1.4 | -15.1% | 0.3% | 24.0% | 11.0 | 0.1 | -4.1%
Cc1ccc(F)cc1S(=O)(=O)NCc1ccc(N2CCN(C)CC2)cc1 | 5.1 | 0.0% | 0.3 | -14.2% | 8.2% | 8.7%[57.1 µM] | 4.8 | 1.0 | -6.7%[57.1 µM]
O=C(CCCn1cc([N+](=O)[O-])cn1)NCc1ccccc1 | -21.2 | -1.8% | 0.4 | -16.8% | 2.1% | 3.8%[57.1 µM] | -2.0 | 3.3 | -3.4%[57.1 µM]
CN(CC(=O)Nc1ccc(F)c(F)c1F)C(=O)c1cc(S(=O)(=O)N(C)C)ccc1N1CCCC1 | / | 0.0% | / | -13.0% | 1.4% | -1.6% | / | / | -6.5%
COc1cc(C(=O)Nc2ccc(S(=O)(=O)Nc3nccc(C)n3)cc2)cc(OC)c1OC | 8.4 | -0.8% | -0.2 | -4.1% | -6.6% | 6.2% | -0.6 | -0.3 | 0.4%
C#CCOc1ccc(/C=N/O)cc1Cl | -1.5 | 0.5% | -0.5 | -2.2% | 1.8% | -7.8% | 4.1 | -0.2 | -9.8%
CCCc1nn2c(=O)cc(CSCC(=O)Nc3ccc(C)cc3)nc2s1 | 3.5 | -2.7% | 1.2 | -17.8% | -8.1% | 15.2% | -9.0 | 0.7 | 0.4%
CC(C)Cn1c(N)c(C(=O)COC(=O)CN2C(=O)C3CC=CCC3C2=O)c(=O)n(C)c1=O (configuration not stated) | -2.7 | 1.9% | 2.2 | -22.8% | -0.7% | 29.8%[57.1 µM] | 0.1 | 0.6 | 7.1%[57.1 µM]
O=C1CC(c2ccccc2)Cc2[nH]c(=O)c(-c3nc(-c4ccc(Cl)c(Cl)c4)cs3)cc21 (configuration not stated) | / | -4.5% | 1.4 | -6.2% | ? | -5.1% | 0.5 | 0.6 | -0.7%
O=C(CSc1nc2ccccc2o1)Nc1nncs1 | 5.1 | -2.0% | -0.2 | -23.2% | 3.4% | 11.3%[57.1 µM] | -3.5 | 0.8 | 9.7%[57.1 µM]

Taken from above.
`CC(C)Cn1c(N)c(C(=O)COC(=O)CN2C(=O)C3CC=CCC3C2=O)c(=O)n(C)c1=O` (configuration not stated) in USP1-UAF1 inh reads -22.8%
`O=C1CC(c2ccccc2)Cc2[nH]c(=O)c(-c3nc(-c4ccc(Cl)c(Cl)c4)cs3)cc21` (configuration not stated) in IDH1 R132H inh reads -4.5%

A portion of the library, so the mix of outcomes need not match the whole.
